# STEP inh = STEP (human) phosphatase inhibition. recombinant STEP, OMFP fluorogenic substrate, fluorescence. AID 588621. inhibition, % at 20 µM. hit rate 0.25% among 360,000;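 active = inhibition at 20 µM, scaled per plate between control wells, above about 37%, limit read from the data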;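 note: 0% = DMSO with enzyme and substrate and 100% = substrate only without enzyme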
# Target sequence (P54829 whole entry, looked up): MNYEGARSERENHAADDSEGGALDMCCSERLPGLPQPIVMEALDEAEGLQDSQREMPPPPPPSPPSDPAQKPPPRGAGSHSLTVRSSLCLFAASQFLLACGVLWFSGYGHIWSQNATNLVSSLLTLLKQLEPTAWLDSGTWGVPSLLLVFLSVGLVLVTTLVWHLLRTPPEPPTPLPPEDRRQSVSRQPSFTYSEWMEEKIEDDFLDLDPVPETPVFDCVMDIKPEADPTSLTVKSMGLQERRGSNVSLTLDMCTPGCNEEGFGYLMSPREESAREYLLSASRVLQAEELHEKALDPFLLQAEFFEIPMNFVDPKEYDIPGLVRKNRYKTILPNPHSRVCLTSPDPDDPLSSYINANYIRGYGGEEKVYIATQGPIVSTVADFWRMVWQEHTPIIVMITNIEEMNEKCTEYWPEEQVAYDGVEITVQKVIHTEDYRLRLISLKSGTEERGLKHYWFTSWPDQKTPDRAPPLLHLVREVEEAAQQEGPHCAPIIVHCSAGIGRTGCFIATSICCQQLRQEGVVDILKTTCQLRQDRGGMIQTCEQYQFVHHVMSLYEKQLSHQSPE
#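 Material: STEP (striatal-enriched tyrosine phosphatase) enzyme, cell-free | Medium: 50 mM Bis-Tris pH 6.0 with 2.5 mM DTT and 0.005% Tween 20 | Read-out: Percent inhibition scaled to no-enzyme and uninhibited-enzyme controls, plate-pattern corrected | Signal: Fluorescence read at 480 nm ex / 540 nm em | Times: 20 min reaction, room temperature, in the dark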
# bovine MsrA act = activators of bovine methionine sulfoxide reductase A. purified bovine MsrA, absorbance read-out. activation, % at 10.6 µM. hit rate 0.3% among 360,000. AID 602163; in the data active = activation above about 7.5%;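 note: 0% = vehicle and 100% = reference activator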
# LMPTP block = blocks human LMPTP phosphatase. P24666. recombinant LMPTP-A, OMFP fluorogenic substrate, fluorescence intensity. inhibition, % at 20 µM. hit rate 0.22% among 360,000;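 active = compounds that cut the enzyme signal by at least half of the control window in the single-dose screen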;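 note: plate controls were DMSO wells with enzyme plus substrate for no effect and substrate without enzyme for full effect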
# Target sequence (P24666 whole entry, looked up): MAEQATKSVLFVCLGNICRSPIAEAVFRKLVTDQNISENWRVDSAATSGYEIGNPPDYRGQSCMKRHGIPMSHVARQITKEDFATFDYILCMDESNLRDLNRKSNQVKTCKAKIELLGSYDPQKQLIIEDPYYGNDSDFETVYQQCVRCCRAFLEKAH
#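 Buffer or medium: Bis-Tris pH 6.0, DTT, detergent; Assay system: LMPTP-A enzyme; Quantity: 0.625 nM enzyme; Detection: endpoint fluorescence intensity; Times: 50 min dark incubation at room temperature; Controls: substrate-only low control, DMSO enzyme-plus-substrate high control; Doses: single 20 µM dose; Read-out: percent inhibition versus substrate-only and uninhibited controls; Reagent: 400 µM OMFP.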
# eLon inh = E. coli protease La inhibition. inhibition, % at 7.94 µM. P0A9M0. purified E. coli Lon protease, fluorescence polarization. hit rate 0.42% among 360,000. AID 602123; in the data active = inhibition above about 13%, passing the limit was not always enough;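 note: 0% = enzyme with probe and DMSO and 100% = no enzyme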
# Tb MetRS inh = blocks T. brucei methionyl-tRNA synthetase activity. purified T. brucei MetRS, ATP depletion, Kinase-Glo luminescence. inhibition, % at 11.9 µM. hit rate 0.4% among 360,000. AID 624268;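 active = inhibition above a per-plate cutoff of the control wells' mean inhibition plus 3 SD, cut at about 5.5% in these data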;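 note: 0% = DMSO wells median and 100% = median of wells with control inhibitor compound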
#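 Material: T. brucei methionyl-tRNA synthetase, purified; reagent: substrates ATP, L-methionine and bulk Escherichia coli tRNA; dosing: 11.9 µM single point; timing: 15 min plus 2 h at 25 °C; detection: luminescence of leftover ATP; evaluation: % inhibition; control set: DMSO-only wells as low control; replicates: singlicate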
# NRP1-CendR mod = modulators of CendR peptide binding to human neuropilin-1. O14786. FAM-RPARPAR peptide binding to NRP-1, fluorescence polarization. inhibition, % at 25 µM. hit rate 0.85% among 360,000. AID 602438;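 active = inhibition or corrected inhibition above about 18%, plus a signal ratio from 0.5 to 1.5, limit read from the data, passing the limit was not always enough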; note: strong numbers were not always called active
# DNMT1 inh = blocks human DNA methyltransferase DNMT1. inhibition (reported as % activation of signal), % at 10 µM. DNMT1 molecular beacon, Hinp1I cleavage, fluorescence. hit rate 0.83% among 360,000. P26358. AID 588458; in the data active = inhibition above about 50%
# Scp-1 inhibitor = blocks human Scp-1 phosphatase activity; Q9GZU7; hit rate 0.88% among 340,000; inhibition, % at 20 µM; Recombinant Scp1, phosphopeptide, malachite green phosphate absorbance; AID 493091;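 active = inhibition above about 50% at 20 µM, limit read from the data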;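 note: plate controls were DMSO wells with enzyme for no effect and wells lacking enzyme for full effect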
# Target sequence (Q9GZU7 76-261 limits assumed): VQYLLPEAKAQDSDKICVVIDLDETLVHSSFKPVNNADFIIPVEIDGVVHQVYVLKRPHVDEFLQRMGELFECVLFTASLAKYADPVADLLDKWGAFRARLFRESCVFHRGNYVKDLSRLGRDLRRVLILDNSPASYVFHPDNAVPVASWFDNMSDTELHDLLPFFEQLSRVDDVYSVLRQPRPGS
#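 System: truncated SCP-1 phosphatase (76-261aa); medium: Tris acetate buffer pH 5.5 with MgCl2 and Tween-20; incubation: 45 min room-temperature reaction, 5 min colour, 30 min stabiliser; compound: single 20 µM dose, 1% DMSO; reagent: Phosphorylated 17-residue peptide substrate; read-out: % inhibition at 20 µM; technique: colorimetric free-phosphate detection, absorbance 630 nm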
# SUMO1-SIM PPI = alters human SUMO1 binding to SIM partners | P63165 | SUMO1 binding to a labelled peptide, TR-FRET, 1 h | inhibition, % at 20 µM | hit rate 0.33% among 360,000; in the data active = inhibition above about 37%
# Target sequence (P63165 whole entry, looked up): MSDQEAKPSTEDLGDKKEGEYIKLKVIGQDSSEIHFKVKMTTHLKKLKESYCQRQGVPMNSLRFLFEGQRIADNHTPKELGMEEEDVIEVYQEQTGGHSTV
# MsrA inhibitor = inhibitors of bovine MsrA | purified bovine MsrA, absorbance read-out | inhibition, % at 15.5 µM | hit rate 0.75% among 360,000 | AID 651718; in the data active = inhibition above about 4.5%;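 note: 0% = vehicle wells with enzyme and 100% = reference inhibitor wells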
# The depositor's hits bear a star; x = no result given; & = joins results of further samples.
SMILES,STEP inh,bovine MsrA act,LMPTP block,eLon inh,Tb MetRS inh,NRP1-CendR mod,DNMT1 inh,Scp-1 inhibitor,SUMO1-SIM PPI,MsrA inhibitor
O=c1[nH]c(=O)n(Cc2ccco2)c(O)c1C=NCc1ccco1,1,-5,0.3,-12,-1.4,-21,24,25,-2,0.7
COc1ccc(-c2cc(=Nc3ccccc3)c3cc(C)ccc3o2)cc1,2,-3,3.0,-6,0.0,-5,-3,11,4,1.5
Cc1ccc(-c2nc3ccccc3c(=O)n2-c2ccc(Br)cn2)cc1,2,-6,-1.6,-4,-0.6,-6,0,-1,17,-0.8
COC(=O)OCC12CCC(O1)C1(C)C(=O)OCC21 (centres undefined),-2,-4,-1.1,-7,0.5,5,2,-7,-2,-0.9
O=c1[nH]c2ccccc2n1C1CCN(Cc2ccc(-c3[nH]c4cc5ncnc5cc4nc3-c3ccccc3)cc2)CC1,x,0,84*,2,-0.1,-17,x,x,-4,1.4
CCC(C)C(=O)N[C@@H](c1ccccc1)[C@@H](O)C(=O)O[C@H]1C[C@@]2(O)[C@@H](OC(=O)c3ccccc3)C3[C@](C)(C(=O)[C@H](OC(C)=O)C(=C1C)C2(C)C)[C@@H](O)C[C@H]1OC[C@@]31OC(C)=O (some centres undefined),1,-1,0.1,-1,-0.1,5,-14,50,5,-0.2
COc1cccc(CNCCc2c[nH]c3ccccc23)c1OC,-2,-2,-1.3,-3,0.0,-1,-2,-3,0,-0.4
CCC(C(=O)N1CCC2(CC1)OCCO2)c1ccccc1 (centres undefined),-1,-5,-0.9,6,-1.2,4,14,2,-3,-0.8
COc1cccc(N2C(=O)NC(=O)/C(=C\c3cn(C)c4ccccc34)C2=O)c1,-54,-1,0.8,-30,-0.5,144,0,-4,-5,0.8
O=C(CSC1c2ccccc2-c2ccccc21)N/N=C/c1ccccc1,-1,0,0.8,-7,-0.2,-2,-9,-2,1,-0.5
CCC(=O)N1N=C2C3CCN(CC3)C2C1c1ccc(C)cc1 (centres undefined),1,-1,-1.0,10,0.8,-3,-1,-9,-3,0.6
CC(C(=O)c1c[nH]c2ccccc12)N1CCSCC1 (centres undefined),1,0,0.9,8,2.5,1,1,-3,-2,-0.6
[N-]=[N+]=CC(=O)OC[C@H](N)C(=O)O,1,-1,-1.2,1,-0.5,9,-1,-6,-5,2.1
CC[C@H]1CC2CN3CCc4c([nH]c5cc(OC)ccc45)[C@](C(=O)OC)(C2)[C@H]13,0,-1,1.1,-8,0.5,-6,-7,-4,4,x
C=CCn1c(C)c(C=C2C(=O)NC(=O)NC2=O)c2ccccc21,0,-5,-0.4,-29,-0.6,-12,-12,-8,-1,0.6
CC(=O)C1=C(C)OC(N)=C(C(=O)OC(C)C)C12C(=O)Nc1ccccc12 (centres undefined),-4,-9,-1.1,-4,-0.7,-1,3,2,-7,-0.6
CCCN(CC#CCO)CCC,-2,-3,-1.1,4,-0.9,7,0,-1,28,-0.1
CCOC(=O)[C@]12Cc3cc(C)ccc3[C@H]1N(Cc1ccccc1)C(=O)c1ccccc12,5,-3,1.2,-1,-0.3,4,-1,-11,3,-0.3
NCCc1nc2ccccc2s1,2,-2,0.4,-8,-0.7,-10,1,-4,1,0.6
CCOc1ccc(N=Cc2c(O)n(C(C)(C)C)c(=O)[nH]c2=O)cc1,2,0,-0.4,0,-0.4,-3,4,-6,-5,0.3
C[N+]12CCC(CC1)C(C(O)(c1cccc(Cl)c1)c1cccc(Cl)c1)C2 (centres undefined),-3,-3,0.1,0,-0.3,20,-1,12,-5,-0.9
Cc1sc2c(c1C)C(c1ccc(C(C)(C)C)cc1)=NCC(=O)N2CC(=O)Nc1nccs1,1,-1,3.0,-6,-0.4,3,-4,-2,-4,-0.2
CNC(=S)N(C)CCc1cc2c(c(OC)c1C=C1C(=O)NC(=O)NC1=O)OCO2,3,-4,0.1,-5,-0.7,-8,-8,-7,-9,1.9
Nc1ccccc1C(=O)OC1CSC1,0,-2,-0.3,-4,-0.3,3,10,-6,29,0.5
COc1ccc(OC)c(-n2c(O)c(/C=C3\C(C)=Nc4ccccc43)c(=O)[nH]c2=O)c1,-2,1,0.7,-176,1.0,-84,-5,-11,-11,0.5

# Further results
SMILES,STEP inh,bovine MsrA act,LMPTP block,eLon inh,Tb MetRS inh,NRP1-CendR mod,DNMT1 inh,Scp-1 inhibitor,SUMO1-SIM PPI,MsrA inhibitor
N#CCCn1cc(C(=O)Nc2ccccc2Cl)c(-c2ccc([N+](=O)[O-])cc2)n1,-1,-2,-1.4,6,0.3,3,14,-13,-29,-0.5
CCOP(=O)(Cc1cc(C(=O)CC)c(C)o1)OCC,1,-1,-2.4,-16,0.2,-4,2,-14,-1,-0.3
CN1C[C@H](CNC(=O)OCc2ccccc2)C[C@@H]2c3cccc4c3c(cn4C)C[C@H]21,0,-2,0.3,76*,-1.1,23,-11,-12,-8,1.5
CCOc1cc2c(cc1OCC)-n1cccc1C(c1cc(C)c(OC)cc1C)NC2 (centres undefined),0,-1,-0.5,-4,-0.1,1,-1,8,-4,-2.0
CCOCC1(CCc2ccccc2)C(=O)NC(=S)NC1=O,-2,-13,0.1,-6,-0.6,0,4,5,1,0.7
Cc1nc2ncnn2c(C)c1CCC(=O)N1CCC2(CC1)OCCO2,-2,-7,-2.1,-7,-0.6,-4,5,-5,6,-0.6
COc1cccc(-c2nn(CCC#N)cc2C(=O)Nc2ccccc2Cl)c1,0,0,-0.6,-1,0.6,12,0,-9,3,-0.4
COc1ccc(C(=O)N2CCC3(CC2)OCCO3)cc1,-1,-7,-2.5,-1,-0.6,1,-1,3,11,0.6
O=C1NCN(c2ccccc2)C12CCN(C(c1ccccc1OC(F)(F)F)c1nnnn1C1CCCC1)CC2 (centres undefined),-2,0,4.5,4,-0.8,-9,-7,x,-4,0.9
CC(C)(C)n1nnnc1C(c1cccs1)N1CCC2(CC1)C(=O)NCN2c1ccccc1 (centres undefined),2,1,-0.3,-5,0.1,18,-2,x,3,-0.5
CCOP(=O)(Cc1cc(C(C)=O)c(C)o1)OCC,-2,-3,-1.6,2,-0.4,-4,0,-3,1,0.5
Cn1nc(-c2ccc(OCC(=O)N3CCN(Cc4ccccc4)CC3)cc2)c2ccccc2c1=O,0,-10,-0.4,0,-1.5,-1,-3,0&-6,-1,-0.6
COc1ccc2[nH]c(C)c(CCN3CCC(=O)C(C)C3C)c2c1 (centres undefined),-1,-1,-1.8,-6,-0.3,-3,-6,-1,0,0.2
CCN1CCN(c2ccc([N+](=O)[O-])cc2C=C2C(=O)NC(=O)NC2=O)CC1,-2,-3,0.2,-9,0.2,6,-7,-6,-22,0.8
Cc1ccc2nc(-c3ccc(CN4CCC(n5c(=O)[nH]c6ccccc65)CC4)cc3)c(-c3ccccc3)nc2c1,x,-3,14,1,0.6,4,x,x,1,1.2
O=C(c1n[nH]c(=O)c2ccccc12)N1CCC2(CC1)OCCO2,-1,-1,-0.7,5,-1.4,-10,4,5,-2,0.9
CCOc1ccc(-n2c(-c3ccoc3)nc3ccccc3c2=O)cc1,-3,-6,-1.9,-5,-0.7,-8,1,0,-16,0.3
COC(=O)c1ccccc1N=Cc1c(O)[nH]c(=O)[nH]c1=O,-2,-2,-0.4,-4,-0.8,-1,-2,-7,6,2.2
O=C1N(CN2CCOCC2)c2ccccc2C1(O)c1c[nH]c2ccccc12 (centres undefined),-2,-5,-1.4,-9,-0.7,-1,2,0,3,-0.3
Cc1ccc2c(c1)C1CN(C)CCC1N2C(=O)Cn1nnc(-c2ccccc2F)n1 (centres undefined),3,-1,0.6,0,-0.5,-2,1,-9,-9,0.1
O=C(NCP(=O)(Oc1ccccc1)Oc1ccccc1)OCc1ccccc1,0,-7,-0.4,-1,-1.0,11,2,x,0,-0.4
O=C(Cc1ccccc1)Oc1ccc(N2C(=O)CCC2=O)cc1,0,-3,-1.4,4,-0.4,2,1,8,-1,0.3
O=P(Nc1c(Cl)cccc1Cl)(c1ccccc1)c1nc2c(s1)CCCC2 (centres undefined),-2,0,-0.9,5,-0.3,2,0,-2,-1,x
CP(=O)(O)CCCN,-1,-5,-5.7,-3,-1.2,12,-1,-5,0,-0.2
CN(C)CCN=Cc1c(O)n(-c2cccc(C(F)(F)F)c2)c(=O)[nH]c1=O,-1,-1,-6.4,-11,0.2,-17,-2,-4,-1,0.5

# Carrying on.
SMILES,STEP inh,bovine MsrA act,LMPTP block,eLon inh,Tb MetRS inh,NRP1-CendR mod,DNMT1 inh,Scp-1 inhibitor,SUMO1-SIM PPI,MsrA inhibitor
c1ccc(CN2COC3CCCCCC32)cc1 (centres undefined),-4,-4,0.1,-16,0.1,7,0,x,3,x
Cc1cc(N2C(=O)C3CCCN3C2c2cccc(Cl)c2)no1 (centres undefined),-3,-6,0.6,-3,-0.8,-4,2,2,0,-0.6
CCC(C)NC(=O)c1c(N)n(CCCOC)c2nc3ccccc3nc12 (centres undefined),0,0,5.2,6,5.7*,-12,38,-2,41*,-0.1
CC(C)(O)C(=O)Nc1ccc([N+](=O)[O-])c(C(F)(F)F)c1,-2,-4,-1.4,4,-0.4,-4,0,-9,-20,0.3
CN(C)c1cccc2c(C#N)ccc(N(C)C)c12,0,-1,-2.0,1,0.0,6,-3,3,-7,0.3
O=C(c1ccc(Cl)cc1)C1CCCN(C2CCSCC2)C1 (centres undefined),0,0,-1.4,2,0.7,2,2,-10,1,1.2
Cc1ccc2[nH]c(C)c(CCNCc3ccco3)c2c1,-3,-4,-0.3,-8,-0.6,4,-1,-5,-5,1.6
COc1ccc(C(=O)c2nc3ccccc3n2C(C)C)cc1OC,0,-9,1.4,4,-1.8,-2,-1,0,-2,2.3
CCCCc1nc(N2CCNCC2)c(C#N)c2c1CSC(C)(C)C2,-4,2,-0.8,3,-0.5,0,-1,-4,2,0.6

# Random excerpt: 5 entries already listed, in no set order.
SMILES,STEP inh,bovine MsrA act,LMPTP block,eLon inh,Tb MetRS inh,NRP1-CendR mod,DNMT1 inh,Scp-1 inhibitor,SUMO1-SIM PPI,MsrA inhibitor
CCCCc1nc(N2CCNCC2)c(C#N)c2c1CSC(C)(C)C2,-4,2,-0.8,3,-0.5,0,-1,-4,2,0.6
CC(C)(O)C(=O)Nc1ccc([N+](=O)[O-])c(C(F)(F)F)c1,-2,-4,-1.4,4,-0.4,-4,0,-9,-20,0.3
Cc1ccc2[nH]c(C)c(CCNCc3ccco3)c2c1,-3,-4,-0.3,-8,-0.6,4,-1,-5,-5,1.6
Cc1cc(N2C(=O)C3CCCN3C2c2cccc(Cl)c2)no1 (centres undefined),-3,-6,0.6,-3,-0.8,-4,2,2,0,-0.6
COc1ccc(C(=O)c2nc3ccccc3n2C(C)C)cc1OC,0,-9,1.4,4,-1.8,-2,-1,0,-2,2.3

# These rows are one share of the data; the hit share may differ from the screen's.
